Compound activity from PubChem BioAssay.
Calpain2 inh: inhibitors of pig calpain II, primary screen, biochemical, fluorogenic peptide substrate, 1536-well | hit rate 0.37% among 220,000 | purified calpain II, 30 min | inhibition, % at 16 µM | AID 1236, 2008;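 active means inhibition above about 50%, limit read from the data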
eIF4E-4G inh: eIF4E–eIF4G protein interaction inhibitors, primary screen, biochemical, uHTS, TR-FRET, eIF4GI fragment; Eukaryotic translation initiation factor 4E (Mus musculus) + Eukaryotic translation …; TR-FRET eIF4E-eIF4GI(517-606) binding, 2 h; inhibition, % at 21.7 µM; hit rate 0.37% among 220,000; AID 782, 2007;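 active means inhibition above about 30%, limit read from the data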;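 further: 0% = full FRET control wells and 100% = background wells lacking eIF4GI fragment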
TNF death inh: inhibitors of TNF-alpha triggered necroptosis, primary screen, cell-based, Jurkat FADD-/-, single concentration; Jurkat FADD-/- TNF necroptosis rescue, ATP luminescence, 24 h; 0 = TNF only, 100 = no-TNF cells; activation (protection from cell death), % at 10 µM; hit rate 0.068% among 220,000;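 active means activation, meaning protection from cell death, of at least 50% relative to plate controls; inactive means activation below 50%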;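 further: necroptosis triggered by 40 ng/mL TNF-alpha added together with compound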
zVAD death inh: inhibitors of zVAD-triggered necroptosis, primary screen, L929 cells. L929 zVAD necroptosis rescue, ATP luminescence, 24 h; with zVAD 60 µM. viability rescue, % at 10 µM. hit rate 0.38% among 220,000. AID 1377, 2008;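 active means activation, scaled between plate controls, above about 75%, limit read from the data; inactive means activation under that limit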;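 further: 0% = zVAD with DMSO and 100% = DMSO alone without zVAD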
EBV gp42 inh: Epstein-Barr virus gp42 inhibitors, primary screen, biochemical, uHTS, fluorescence polarization | Glycoprotein 42 (Epstein-Barr virus (strain AG876)), Q1HVG2 | Fluorescence polarization binding assay, mP read-out | inhibition, % (tested at 21.74 µM) | hit rate 0.42% among 220,000; in the data active means inhibition above about 50%
MDM2 E3 inh: MDM2-luciferase reporter signal enhancers, primary screen, MDM2 E3 ligase inhibitor project, cell-based, luminescence, 1536-well; AID 1230, 2008; E3 ubiquitin-protein ligase Mdm2 (Homo sapiens), Q00987; hit rate 0.11% among 210,000; signal enhancement, % at 5 µM; cell-based MDM2 ubiquitination luciferase reporter, 2 h; 0 = plate control, 100 = twice control, blank-subtracted;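 active means signal enhancement of 30% or more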;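 further: luminescence tracks abundance of the self-degrading MDM2-luciferase fusion protein; higher signal means inhibition of MDM2 E3 ligase activity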
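Buffer or medium: Cells held in DMEM | Assay system: Stable mammalian line carrying autodegrading MDM2–luciferase fusion reporter | Quantity: 2000 cells/well | Times: 4 h settle plus 2 h compound, 37 °C | Doses: One concentration, 5 µM, with 0.2% DMSO | Technique: Luminescence with SteadyLite reagent, 15 min at room temperature | Benchmarks: Plate controls and plate blanks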
Cl transport mod: KCC2 cotransporter modulators, thallium flux, primary screen, cell-based, HEK293 KCC2, FluoZin-2 fluorescence, MLSMR; B-score of Tl+ flux slope (higher = more flux/activation; lower = inhibition) at 10 µM; KCC2 cells, thallium flux FluoZin-2 fluorescence; hit rate 2.2% among 190,000; AID 1456, 2008; Solute carrier family 12 member 5 (Homo sapiens), Q9H2X9;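 active means thallium flux slope and its plate-corrected score both differing from the plate sample mean at a set confidence after two filtering rounds, in either direction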;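 further: slope of fluorescence scaled to starting intensity during 10 to 20 s after thallium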
Target sequence (Q9H2X9 whole entry, looked up): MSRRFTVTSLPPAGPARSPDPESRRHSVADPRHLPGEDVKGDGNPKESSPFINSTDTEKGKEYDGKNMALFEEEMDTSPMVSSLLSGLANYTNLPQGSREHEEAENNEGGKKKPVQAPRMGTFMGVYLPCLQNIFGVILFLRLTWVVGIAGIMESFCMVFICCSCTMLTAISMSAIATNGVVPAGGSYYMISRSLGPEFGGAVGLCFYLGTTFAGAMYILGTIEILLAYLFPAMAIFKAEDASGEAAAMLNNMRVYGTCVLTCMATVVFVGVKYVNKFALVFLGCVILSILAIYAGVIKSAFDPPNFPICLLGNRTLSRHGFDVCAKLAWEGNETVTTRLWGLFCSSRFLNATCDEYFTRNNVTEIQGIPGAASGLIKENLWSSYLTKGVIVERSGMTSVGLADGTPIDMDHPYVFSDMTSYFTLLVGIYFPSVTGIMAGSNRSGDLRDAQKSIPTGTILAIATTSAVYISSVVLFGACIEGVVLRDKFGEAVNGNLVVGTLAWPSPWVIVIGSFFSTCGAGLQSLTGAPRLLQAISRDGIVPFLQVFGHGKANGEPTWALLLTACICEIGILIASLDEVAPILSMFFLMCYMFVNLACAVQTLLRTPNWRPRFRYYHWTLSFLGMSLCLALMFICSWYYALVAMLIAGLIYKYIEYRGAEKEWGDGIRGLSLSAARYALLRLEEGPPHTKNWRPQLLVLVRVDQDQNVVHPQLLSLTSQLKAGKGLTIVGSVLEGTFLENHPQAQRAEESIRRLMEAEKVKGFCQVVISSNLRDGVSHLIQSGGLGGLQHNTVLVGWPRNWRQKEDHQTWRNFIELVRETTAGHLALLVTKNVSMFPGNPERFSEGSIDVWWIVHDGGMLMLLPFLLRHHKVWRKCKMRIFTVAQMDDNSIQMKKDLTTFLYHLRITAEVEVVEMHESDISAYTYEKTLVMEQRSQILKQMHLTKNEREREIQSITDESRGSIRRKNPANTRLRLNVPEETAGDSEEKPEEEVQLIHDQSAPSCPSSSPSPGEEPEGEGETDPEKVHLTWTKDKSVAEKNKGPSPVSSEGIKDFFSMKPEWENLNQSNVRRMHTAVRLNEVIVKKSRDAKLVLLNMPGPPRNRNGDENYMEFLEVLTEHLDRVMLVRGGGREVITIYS
PERK inh: block of dimerizer-induced PERK translation repression, primary screen, PERK inhibitor project, CHO PERK-DD cells, SEAP luminescence, HTS; AID 1416, 2008; CHO PERK-DD fusion, SEAP luminescence translation reporter; hit rate 0.17% among 220,000; inhibition, % at 5.6 µM;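 active means inhibition above the mean inhibition of all tested compounds plus 3 SD, set separately per screening campaign, cut at about 2.9% in these data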;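 further: PERK kinase domain activated by AP20187 dimerizer at 100 nM; 0% = DMSO with dimerizer and 100% = rapamycin at 8.4 µM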
Rad51 HR inh: human RAD51 strand exchange inhibitors, primary screen, biochemical, fluorescence; inhibition, % at 10 µM; DNA repair protein RAD51 homolog 1 (Homo sapiens), Q06609; hRad51 DNA strand exchange, fluorescence dequenching; hit rate 0.085% among 200,000;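 active means inhibition above 40% at the single screening dose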;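 further: 0% = DMSO control wells and 100% = blanks with heterologous ssDNA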
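Test system – preformed human Rad51 ssDNA filaments · Reagent – Donor/quencher-labelled 47-bp dsDNA substrate · Incubation – 37 °C 15-min filament assembly, 30-min compound preincubation, 15-min exchange · Signal – FRET fluorescence dequenching, excitation 485 nm, emission 520 nm · Read-out – percent inhibition from fluorescence, normalised to plate control and blank means · Benchmarks – plate control and blank wells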
Numbers without * were called inactive; . = no result given; [ ] = remark or other dose. This is a random part of the collection; about 3.6% have a hit in one of these screens.

SMILES	Calpain2 inh	eIF4E-4G inh	TNF death inh	zVAD death inh	EBV gp42 inh	MDM2 E3 inh	Cl transport mod	PERK inh	Rad51 HR inh
CCCCC(=O)N(CCOC)c1nnc(-c2ccc(OC)cc2)s1	-2.1	4.2	0.5	10.8	-15.9	-32.8	-0.021	0.0	-3.1
Cc1[nH]c2ccccc2c1C(c1ccncc1)N1CCN(c2ccccc2F)CC1 (centres undefined)	4.0	0.4	6.2	1.8	9.2	-11.9	-0.202	0.9	-13.3
CC(=O)OCC(OC(C)=O)C(OC(C)=O)C(OC(C)=O)C(=O)Nc1cccc(C)c1 (centres undefined)	-7.1	12.9	-0.9	0.2	-31.1	.	0.198	1.3	-25.1
COc1ccc(/C=N/NC(=O)Cn2nnc3ccccc32)cc1OC	5.1	3.3[fluorescence artefact?]	1.8	2.3	-4.9	-3.4	-1.43	0.2	6.2
Cc1ccc(C(=O)NN2C(=O)c3ccc(S(=O)(=O)c4ccc(C(=O)O)cc4)cc3C2=O)cc1	-27.4	-1.9	-0.6	0.3	-3.7	-7.9	0.651	-0.5	4.4
CCOC(=O)c1sc2nc(C)nc(Nc3ccc(OC)cc3)c2c1C	-26.6	3.7	0.9	20.3	-12.6	-18.8	-0.215	-0.6	-11.9
c1ccc(Oc2cc(-n3cncn3)ncn2)cc1	-3.2	20.4	0.9	0.2	-5.0	-2.8	-0.0334	0.6	10.0
NCCOc1ccc(C23CC4CC(CC(C4)C2)C3)cc1	28.9	-4.1	-8.4	6.3	1.5	-6.8	0.314	-1.2	15.3
C/C=C/C=N/Nc1nc(-c2ccc([N+](=O)[O-])cc2)cs1	10.3	2.7	-0.3	1.0	-13.4	-8.7	0.117	0.2	1.1
CCOc1ccc(NC(=O)c2cn(-c3ccc(OCC)cc3)c(=O)c3cc(OC)c(OC)cc23)cc1	-105.0	7.7	0.0	0.2	-0.8	-16.0	0.00425	-0.9	-0.1
O=C(N/C(=C\c1ccc(Br)cc1)c1nc2ccccc2[nH]1)c1ccco1	0.5	-14.4	-4.1	-0.2	-29.8	-8.2	0.801	-0.9	-1.1
CC(C)(C)C1CCc2[nH]c3ccccc3c(=O)c2C1 (centres undefined)	-33.6	6.3	-3.1	2.0	-9.0	-15.5	.	0.2	-1.0
O=C(NNC(=O)C1CCN(c2ncccn2)CC1)c1ccncc1	-15.9	2.7	0.4	16.6	-21.6	0.5	1.25	2.5	2.8
Cc1ccc(S(=O)(=O)NCCC(=O)Nc2ccc3c(c2)OCO3)cc1	0.4	8.4	8.5	-0.1	-2.5	-35.8	0.68	-0.5	-3.2
CCNC(=S)N1CCN(c2ccccn2)CC1	17.5	2.3[fluorescence artefact?]	0.7	0.3	-15.3	-6.1	1.17	-0.2	-1.3
COc1ccc(S(=O)(=O)N(C)CC(=O)N2CCC(C(N)=O)CC2)cc1Cl	-42.5	-16.3	-0.7	0.4	3.4	-10.8	1.33	0.8	-1.8
CC1=NN(C(=O)CCc2ccccc2)C(c2ccccc2)C1 (centres undefined)	-9.3	3.9	36.7	0.1	0.8	-15.2	-1.24	-0.4	-2.9
OCCNCCNCc1ccccc1OCc1ccccc1	-3.9	-2.1	1.5	-0.5	-18.3	-9.9	0.34	-0.4	2.5
CSc1ncc(CN2CCc3c([nH]c4ccccc34)C2c2cccc(O)c2)cn1 (centres undefined)	-84.9	-2.2	-0.1	-1.4	14.7	-14.3	-0.532	-1.6	-9.8
CCOc1ccc(NC(=O)CN(C)CC(=O)NC2CCCc3ccccc32)cc1OCC (centres undefined)	-10.8	7.1	1.4	0.8	-32.3	-3.9	-0.61	-1.4	3.9
CCN(CC)CCN(Cc1cc2ccc(C)c(C)c2[nH]c1=O)C(=S)NCc1ccco1	-6.2	0.3	-2.2	-2.8	-17.8	4.4	0.648	-1.3	17.6
Cc1cc(C)n(-c2ccc(C(=O)OCC(=O)Nc3ccc(S(=O)(=O)N4CCCCC4)cc3)cc2)n1	-93.0	-4.5	1.2	0.7	-42.8	-15.1	-0.174	0.4	5.1
COc1ccc(OC)c(N/C=C2/CCCCC2=O)c1	-3.1	4.4	0.2	-0.2	-4.4	-7.4	0.67	0.0	-1.3
Cc1occc1C(=O)NNC(=O)c1ccc(F)cc1	-6.3	0.8	-1.3	-0.3	-24.2	3.2	.	2.2	9.8
COC(=O)C(C)Sc1nnc(SC(C)C(=O)OC)s1 (centres undefined)	-12.9	-21.6	-2.7	0.1	-10.0	-9.3	0.282	1.1	-0.7
Cc1cccc(C(=O)NC2CCN(CC(=O)Nc3ccc4c(c3)OCO4)CC2)c1	-10.5	2.1	1.2	4.1	-3.7	-3.7	-0.0474	-0.6	-2.3
CCc1nn2c(N3CCOCC3)cc(C)nc2c1-c1ccc(F)cc1	-33.3	0.7	-0.4	0.1	-8.0	8.7	-2.16	-0.9	-5.2
CC(O)CNCCOc1ccccc1OCc1ccccc1 (centres undefined)	28.6	5.1	1.0	-1.9	-22.1	0.9	0.0792	-1.4	-5.4
S=C(NCCc1ccccn1)Nc1ccc(Cl)cc1Cl	11.1	0.2	-4.6	-1.0	-1.6	.	-0.076	0.4	.
CN(Cc1ccccc1)C(=O)CCCn1c(=O)[nH]c2cc(Cl)ccc2c1=O	14.1	-11.4[fluorescence artefact?]	1.2	-0.1	-4.3	-7.4	-1.33	-1.0	-6.7
O=C(Nc1ccccc1C(=O)O)c1ccc(NC(=O)c2ccc(Br)o2)cc1	-12.7	-3.2[fluorescence artefact?]	-0.9	-0.5	-15.6	11.1	-1.38	-0.7	-7.2
CCc1ccc(NC(=S)N(Cc2cccnc2)Cc2ccco2)cc1	-8.3	-4.1	-0.5	2.1	-5.1	-10.9	-0.141	0.8	5.8
CCOC(=O)C1CCCN(S(=O)(=O)c2ccc(C)cc2)C1 (centres undefined)	12.1	0.9	-1.6	-0.3	-0.6	-9.2	0.461	1.1	3.5
CC1(C)CC(=O)C(C(C2=C(O)CC(C)(C)CC2=O)c2ccc(Cl)c([N+](=O)[O-])c2)C(=O)C1 (centres undefined)	35.0	-0.3	-0.1	0.4	-10.8	-10.3	-1.26	-0.6	-5.7
COc1cccc(CNS(=O)(=O)c2ccc3c(c2)CCN3C(=O)C2CC2)c1	11.5	0.5	0.0	-0.9	-4.5	3.9	0.222	0.5	.
Nc1nnc(CC(=O)N/N=C/c2cccc(OCCOc3ccccc3)c2)s1	-13.4	-8.0	-2.1	0.1	-14.5	-14.3	-1.17	-0.2	2.1
N#C/C(=N\Nc1ccc(Cl)cc1)C(=N)N1CCCCC1	-1.1	6.7	-0.3	0.2	-20.2	-12.2	-1.13	0.1	-0.7
Cc1cccc(Nc2nc3c(c(=O)n(C)c(=O)n3C)n2Cc2ccccc2)c1	10.8	-0.9	-0.7	0.8	-4.3	-18.9	1.57	1.3	4.3
CCn1nnnc1SCC(=O)Nc1cc(C)on1	-4.0	4.5	6.1	-0.7	-17.1	4.0	0.654	1.1	-7.1
NC(=S)Nc1nc2ccccc2s1	-7.3	-1.7	-2.3	-0.1	-12.4	-4.5	102*	0.5	-22.8
O=C(CSCc1ccc(Cl)cc1)NCc1ccccn1	14.6	-1.2[fluorescence artefact?]	2.3	-0.2	-5.5	1.6	-0.231	0.5	0.6
CC(=O)NC(CC(C)C)C(=O)NC(=O)NCc1ccccc1 (centres undefined)	-21.4	10.8	0.0	-0.7	-5.0	-9.6	0.89	1.1	5.4
COc1cc2cc(C)c3nnc(SCC(=O)Nc4cc(C)on4)n3c2cc1OC	-40.9	0.4	0.0	2.7	-9.0	-10.7	-0.0283	0.1	0.7
CCOc1ccc(-c2nnc(-c3ccco3)o2)cc1OCC	-378.0	22.8[fluorescence artefact?]	-4.2	-0.3	-7.4	13.1	-1.03	0.2	-0.8
OC(c1ccc(Cl)cc1)C(O)c1nc2ccccc2[nH]1 (centres undefined)	23.6	-12.1	0.1	0.0	-18.9	-21.9	0.0457	1.2	-10.0
CCN(CC)C(=O)CCc1nnc(Cc2cccc(C(F)(F)F)c2)o1	25.2	-2.0	0.1	-1.5	2.5	-5.1	0.207	0.2	1.1
Clc1ccc(-c2nnc3sc(Cc4cccs4)nn23)cc1	-18.7	4.8[fluorescence artefact?]	-1.3	4.6	-12.1	6.6	-0.462	1.1	-1.0
C/C(=N\N=C(N)N)c1cccc(Cl)c1	-24.5	-1.4	1.5	1.9	2.9	-18.0	0.0471	0.6	16.6
C[C@@H]1CN(CCCn2c3ccccc3c3ccccc32)C[C@H](C)N1	-8.9	5.5	.	.	-9.1	.	-0.00571	0.1	-1.7
CN(Cc1ccco1)C(=O)c1ccc(N2CCCC2=O)cc1	3.5	0.8	-0.4	1.4	11.8	-9.5	.	0.5	3.8

Other results:
SMILES	Calpain2 inh	eIF4E-4G inh	TNF death inh	zVAD death inh	EBV gp42 inh	MDM2 E3 inh	Cl transport mod	PERK inh	Rad51 HR inh
COc1ccc(CNC(=O)CCSc2ccc(F)cc2)cc1OC	-4.0	-4.7	-0.3	1.7	-17.4	3.4	-0.0607	1.6	12.1
COC(=O)c1nn(-c2cccc(C)c2)c2nnc(Cc3ccc(C)cc3)c(=O)n12	23.3	-7.3	-0.1	0.4	19.7	-1.1	-1.9	-0.9	.
Cc1ccccc1-n1cnnc1SCC(=O)Nc1cccnc1Cl	15.2	0.2	-0.9	0.5	-1.9	-3.3	0.345	0.3	0.2
CCCN1Cc2cccc(C(=O)NCc3cccs3)c2C1=O	2.3	2.1	-7.5	0.1	-17.0	-6.5	-0.928	-0.9	.
Cc1cc(-n2nc(C)cc2C)nc(N)n1	-22.2	10.4	-1.6	-0.4	-7.2	-8.5	1.22	-0.9	1.3
CC(OC(=O)CNC(=O)c1ccc2c(c1)OCO2)C(=O)NCCC1=CCCCC1 (centres undefined)	-9.8	0.3	-1.6	-0.1	-3.7	-16.9	1.05	0.8	-4.1

Entries of single compounds from above.
Cc1ccccc1-n1cnnc1SCC(=O)Nc1cccnc1Cl across the screens: Calpain2 inh = 15.2; eIF4E-4G inh = 0.2; TNF death inh = -0.9; zVAD death inh = 0.5; EBV gp42 inh = -1.9; MDM2 E3 inh = -3.3; Cl transport mod = 0.345; PERK inh = 0.3; Rad51 HR inh = 0.2
Cc1cc(-n2nc(C)cc2C)nc(N)n1 across the screens: Calpain2 inh = -22.2; eIF4E-4G inh = 10.4; TNF death inh = -1.6; zVAD death inh = -0.4; EBV gp42 inh = -7.2; MDM2 E3 inh = -8.5; Cl transport mod = 1.22; PERK inh = -0.9; Rad51 HR inh = 1.3
